GSK3beta inhib – human GSK3beta kinase inhibition. P49841. GST-GSK3beta kinase, ADP-Glo luminescence, 60 min; hits give low values. activity score (negative = inhibition), % at 10 µM. 0.038% of 300,000 active. AID 2097;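 active = more than half of replicate wells score below -50%, meaning over 50% inhibition versus plate controls; inconclusive = some replicates but at most half score below -50%; inactive = no replicate scores below -50%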;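 also: 0% = median DMSO wells and -100% = median GW8510 positive control wells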
Target sequence (P49841 whole entry, looked up): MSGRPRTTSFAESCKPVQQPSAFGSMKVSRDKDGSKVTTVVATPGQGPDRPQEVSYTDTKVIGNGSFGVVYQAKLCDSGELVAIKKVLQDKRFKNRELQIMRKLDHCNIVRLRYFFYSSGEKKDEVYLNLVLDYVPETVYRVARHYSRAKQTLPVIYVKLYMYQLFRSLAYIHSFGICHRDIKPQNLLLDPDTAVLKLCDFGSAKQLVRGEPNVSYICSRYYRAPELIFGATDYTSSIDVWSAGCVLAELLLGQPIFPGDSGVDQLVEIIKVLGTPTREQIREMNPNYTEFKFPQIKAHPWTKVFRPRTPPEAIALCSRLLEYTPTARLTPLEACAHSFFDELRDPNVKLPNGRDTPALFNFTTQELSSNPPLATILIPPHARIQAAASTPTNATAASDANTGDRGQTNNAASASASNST
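Assay system: GST-tagged human GSK3beta kinase, cell-free; Input: 1.6 ng GSK3beta; Medium: Tris/MgCl2 kinase buffer; Timing: 60 min enzyme reaction, room temperature; Signal: ADP-Glo luminescence quantifying ADP generated by kinase; Evaluation: score relative to plate controls; Benchmarks: DMSO neutral wells and GW8510 at 20 µM as positive.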
Dyrk1A ADPGlo – Dyrk1A (rat) kinase inhibition | Q63470 | inhibition, % at 12.5 µM | 0.43% of 310,000 active | ADP-Glo luminescence, NFATc1 peptide; in the data active = inhibition above about 50%;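 also: plate controls were vehicle with enzyme for no effect and no enzyme for full effect; many of its hits are not listed in these tables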
Platelet DG rel – platelet dense granule release activity; inhibition, %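 (compounds screened at 7.5 µM in platelet-rich plasma)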; 0.22% of 300,000 active; human platelet-rich plasma, SFLLRN dense granule ATP release, luminescence;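 active = mean replicate score, as percent of positive control, at or above 50; inconclusive = mean below 50 but at least one replicate at or above 50; inactive = mean and every replicate below 50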
HSF1 inhib – HSF1 inhibition; activity change, negative = inhibition, % at 7.5 µM (by protocol); 0.77% of 300,000 active; NIH3T3-HGL HSE-luciferase, MG132-induced, luminescence 8 h; hits give low values; AID 2098;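 active = more than half of replicate wells show activity change below -50%, luminescence cut by over half; inconclusive = some wells, but at most half, below -50%; inactive = no replicate well below -50%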;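 also: luciferase reports HSF-1 transcriptional activity via heat shock element; 0% = median of DMSO wells and -100% = zero luminescence signal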
HSP90 inh – inhibitors of HSP90 luciferase refolding in rabbit reticulocyte lysate | luciferase refolding luminescence, 3 h | inhibition, % at 5.6 µM | 0.91% of 290,000 active;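 active = inhibition above the screen-wide mean plus 3 SD, computed separately per campaign, cut at about 16% in these data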;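 also: 0% = DMSO wells and 100% = 60 µM geldanamycin wells; inhibitors lower the luminescence because luciferase stays unfolded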
GSK3A inh – blocks human GSK-3 alpha kinase. P49840. ADP-Glo luminescence, 60 min. inhibition, % at 10 µM. 0.1% of 320,000 active. AID 2650;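 in the data active = inhibition above about 50%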;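 also: GST-tagged GSK-3 alpha with peptide substrate and 25 µM ATP; 0% = DMSO neutral wells and 100% = GW8510 positive control wells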
Target sequence (P49840 whole entry, looked up): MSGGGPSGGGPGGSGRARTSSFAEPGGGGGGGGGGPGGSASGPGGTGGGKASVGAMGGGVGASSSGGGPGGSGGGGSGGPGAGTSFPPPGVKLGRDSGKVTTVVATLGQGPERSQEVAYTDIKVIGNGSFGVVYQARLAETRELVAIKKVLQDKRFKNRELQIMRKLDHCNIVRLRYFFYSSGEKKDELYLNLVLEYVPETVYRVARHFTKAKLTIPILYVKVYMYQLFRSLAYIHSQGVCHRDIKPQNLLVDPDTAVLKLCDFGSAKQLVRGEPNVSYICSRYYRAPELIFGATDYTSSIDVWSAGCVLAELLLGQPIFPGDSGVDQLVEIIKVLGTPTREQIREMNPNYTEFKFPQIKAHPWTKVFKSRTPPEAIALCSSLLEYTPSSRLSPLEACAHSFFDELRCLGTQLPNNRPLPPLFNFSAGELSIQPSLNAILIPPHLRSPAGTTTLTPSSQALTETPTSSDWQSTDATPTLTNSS
HDAC3 inh – human HDAC3 inhibition; O15379; recombinant HDAC3, fluorogenic peptide/trypsin coupled, fluorescence; inhibition, % at 8.3 µM; 0.15% of 320,000 active; AID 2718; in the data active = inhibition above about 26%, passing the limit was not always enough; inconclusive = no clear call, values can overlap the other calls
HSF1 activator – increases HSF-1 driven luciferase reporter signal; NIH3T3-HGL HSF-1 luciferase reporter, MG132, 8 h; 100% = twice DMSO control signal; activation, % at 9 µM; 1.7% of 300,000 active; AID 504408;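 active = mean replicate activation of at least 50% with a set share of replicates each reaching 50%; inconclusive = only one of those two conditions met; inactive = mean below 50% and too few replicates reaching it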;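 also: 0% = median of the neutral control wells and 100% = twice that signal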
PolyA inh – blocks polyadenylation in yeast reporter cells; 0.02% of 300,000 active; calls only at 12 µM; S. cerevisiae SKY197-pL101 polyadenylation reporter, beta-gal luminescence; efflux-impaired pdr1/pdr3 knockout yeast; score 100 = 6 SD above DMSO; AID 1875;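 active = lowest replicate activity score at least 50, where 100 means six control SD above control mean; inconclusive = lowest score under 50 but half or more replicates reach 50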;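 also: yeast exposed to compound for 9 h at 30 °C; higher score means more reporter readthrough which indicates perturbed polyadenylation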
AI-2 QS mod – modulates the Vibrio harveyi AI-2 quorum sensing system; Vibrio harveyi JMH597 AI-2 luminescence/OD600 ratio, 9 h; hits give low values; strain lacks LuxN and CqsS sensors; 0 = neutral-control median; activity change, % at 7.5 µM; AID 2094; 0.4% of 300,000 active; in the data active = activity change below about -75%, passing the limit was not always enough; inconclusive = no clear call, values can overlap the other calls;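 also: luminescence divided by OD600 gain over 9 h not by final OD600 alone; inactives centre near 13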
Numbers without * were called inactive.

`Clc1cccc(N/N=C/c2ccc(N3CCOCC3)cc2)c1` gave GSK3beta inhib 2, Dyrk1A ADPGlo -2, Platelet DG rel 2, HSF1 inhib -22, HSP90 inh -1, GSK3A inh -2, HDAC3 inh -1, HSF1 activator -18, PolyA inh inactive and AI-2 QS mod 37.
For CCn1cc(C(=O)N[C@H](C(=O)NCCCO)C(C)C)c(=O)c2cc3c(cc21)OCO3 the results were GSK3beta inhib -1, Dyrk1A ADPGlo -3, Platelet DG rel 6, HSF1 inhib -4, HSP90 inh 0, GSK3A inh 0, HDAC3 inh 2, HSF1 activator 2, PolyA inh inactive and AI-2 QS mod 10.
Screening CCOc1cc(C(=O)OCC(=O)c2c[nH]c3ccccc23)ccc1OCC(=O)N1CCOCC1 returned GSK3beta inhib 5, Dyrk1A ADPGlo -8, Platelet DG rel -4, HSF1 inhib 2, HSP90 inh 0, GSK3A inh -1, HDAC3 inh 4, HSF1 activator -8, PolyA inh inactive and AI-2 QS mod 26.
Screening CCc1cn([C@H]2C[C@H](O)[C@@H](CO)O2)c(=O)[nH]c1=O returned GSK3beta inhib -2, Dyrk1A ADPGlo 8, Platelet DG rel -4, HSF1 inhib -8, HSP90 inh -2, GSK3A inh 1, HDAC3 inh 3, HSF1 activator 4, PolyA inh inactive and AI-2 QS mod inconclusive.
COc1cccc(OCCCCCN2CCOCC2)c1 was read as GSK3beta inhib 2, Dyrk1A ADPGlo 1, Platelet DG rel -9, HSP90 inh 3, GSK3A inh -1, HDAC3 inh -4, PolyA inh inactive and AI-2 QS mod 17.
Screening Cc1[nH]nc(SCC(=O)N2CCOCC2)c1[N+](=O)[O-] returned GSK3beta inhib 0, Dyrk1A ADPGlo -1, Platelet DG rel 2, HSF1 inhib -6, HSP90 inh -4, GSK3A inh -1, HDAC3 inh 7, HSF1 activator 10, PolyA inh inactive and AI-2 QS mod 29.
Screening COc1ccc(/C=N/n2cnnc2SCCO)cc1OC returned GSK3beta inhib 1, Dyrk1A ADPGlo 6, Platelet DG rel 8, HSF1 inhib 0, HSP90 inh 1, GSK3A inh -1, HDAC3 inh 3, HSF1 activator -8, PolyA inh inactive and AI-2 QS mod 17.
For Cc1cc(C(=O)CCC(=O)N2CCN(c3ccccc3F)CC2)c(C)s1 the results were GSK3beta inhib 3, Platelet DG rel -2, HSF1 inhib 1, HSP90 inh 0, GSK3A inh -4, HDAC3 inh 0, HSF1 activator 10, PolyA inh inactive and AI-2 QS mod 10.
For c1ccc2c(c1)ncn2CCn1cnc2ccccc21 the results were GSK3beta inhib 1, Dyrk1A ADPGlo 5, Platelet DG rel 1, HSF1 inhib 0, HSP90 inh -1, GSK3A inh -2, HDAC3 inh -6, HSF1 activator -1, PolyA inh inactive and AI-2 QS mod 10.
For COc1ccc(-c2noc(CCC(=O)O)n2)cc1 the results were GSK3beta inhib 1, Dyrk1A ADPGlo 5, Platelet DG rel 13, HSF1 inhib -3, HSP90 inh 1, HSF1 activator -12, PolyA inh inactive and AI-2 QS mod 33.
CC(=O)Nc1cccc(-c2nnc(SCC(=O)n3c4c(c5ccccc53)CCCC4)n2C)c1 was read as GSK3beta inhib 0, Dyrk1A ADPGlo 2, Platelet DG rel -3, HSF1 inhib -2, HSP90 inh 4, GSK3A inh 1, HDAC3 inh -2, HSF1 activator 10, PolyA inh inactive and AI-2 QS mod 19.
For O=C(O)C(CCCCN1C(=O)c2ccccc2C1=O)N1C(=O)c2ccccc2C1=O (centres undefined) the results were GSK3beta inhib 2, Dyrk1A ADPGlo 11, Platelet DG rel 0, HSF1 inhib -2, HSP90 inh 1, GSK3A inh -3, HDAC3 inh 1, HSF1 activator 30, PolyA inh inactive and AI-2 QS mod 2.

The last two records of the section before are carried over, then new ones follow:
CC(=O)Nc1cccc(-c2nnc(SCC(=O)n3c4c(c5ccccc53)CCCC4)n2C)c1 was read as GSK3beta inhib 0, Dyrk1A ADPGlo 2, Platelet DG rel -3, HSF1 inhib -2, HSP90 inh 4, GSK3A inh 1, HDAC3 inh -2, HSF1 activator 10, PolyA inh inactive and AI-2 QS mod 19.
For O=C(O)C(CCCCN1C(=O)c2ccccc2C1=O)N1C(=O)c2ccccc2C1=O (centres undefined) the results were GSK3beta inhib 2, Dyrk1A ADPGlo 11, Platelet DG rel 0, HSF1 inhib -2, HSP90 inh 1, GSK3A inh -3, HDAC3 inh 1, HSF1 activator 30, PolyA inh inactive and AI-2 QS mod 2.
For Cc1ccccc1/C=N/N1C(=O)CSC1=S the results were GSK3beta inhib 3, Dyrk1A ADPGlo 0, Platelet DG rel -1, HSF1 inhib -4, HSP90 inh -2, GSK3A inh -1, HDAC3 inh 9, HSF1 activator -9, PolyA inh inactive and AI-2 QS mod 22.
Screening COc1ncnc(OC)c1S(=O)(=O)Nc1ccc(C(F)(F)F)cc1 returned GSK3beta inhib -2, Dyrk1A ADPGlo 9, Platelet DG rel 0, HSF1 inhib -1, HSP90 inh 4, GSK3A inh -2, HDAC3 inh -1, HSF1 activator -1, PolyA inh inactive and AI-2 QS mod 19.
For CC(C)n1cnc2c(N(C)c3cccc(Cl)c3)nc(N(CCO)CCO)nc21 the results were GSK3beta inhib -2, Dyrk1A ADPGlo -12, Platelet DG rel 2, HSF1 inhib -32, GSK3A inh -1, HDAC3 inh 3, HSF1 activator -45, PolyA inh inactive and AI-2 QS mod 11.
For COCCNC(=O)c1cccc(NS(=O)(=O)c2cccc3cccnc23)c1 the results were GSK3beta inhib -1, Dyrk1A ADPGlo -1, Platelet DG rel 13, HSF1 inhib 0, HSP90 inh 1, GSK3A inh 0, HDAC3 inh 4, HSF1 activator 5, PolyA inh inactive and AI-2 QS mod 9.
`Cc1ccc(-n2nnnc2C(Cl)c2nnnn2-c2ccc(C)cc2)cc1` gave GSK3beta inhib 2, Dyrk1A ADPGlo -3, Platelet DG rel 4, HSF1 inhib 2, HSP90 inh 1, HSF1 activator 33, PolyA inh inactive and AI-2 QS mod 37.
O=C(COC(=O)c1cccs1)Nc1cccc(S(=O)(=O)NC2=NCCCCC2)c1 was read as GSK3beta inhib -3, Dyrk1A ADPGlo -5, Platelet DG rel 1, HSF1 inhib -3, HSP90 inh -2, GSK3A inh -1, HDAC3 inh 6, HSF1 activator 14, PolyA inh inactive and AI-2 QS mod 5.
CCC(C)C(=O)Nc1nccs1 (centres undefined) was read as GSK3beta inhib 0, Dyrk1A ADPGlo 1, Platelet DG rel 3, HSF1 inhib -8, HSP90 inh -5, GSK3A inh 1, HDAC3 inh 2, HSF1 activator -6, PolyA inh inactive and AI-2 QS mod 31.
For Cc1cccc(-n2nc([N+](=O)[O-])c(=NCc3cccnc3)n2O)c1 the results were GSK3beta inhib 2, Dyrk1A ADPGlo 1, Platelet DG rel 7, HSF1 inhib 5, HSP90 inh 0, GSK3A inh -5, HDAC3 inh -1, HSF1 activator 4, PolyA inh inactive and AI-2 QS mod 39.
Screening CCN(CC(=O)Nc1ccccc1C(=O)OC)S(=O)(=O)c1ccc(OC)cc1 returned GSK3beta inhib -4, Dyrk1A ADPGlo 2, Platelet DG rel 8, HSF1 inhib 2, HSP90 inh -2, GSK3A inh 1, HDAC3 inh -7, HSF1 activator 14, PolyA inh inactive and AI-2 QS mod 4.
Screening COc1ccc(OC)c(CC(NC(C)=O)C(=O)NC2CCN(c3nnnn3-c3ccccc3)CC2)c1 (centres undefined) returned GSK3beta inhib 3, Platelet DG rel -1, HSF1 inhib -6, HSP90 inh -7, GSK3A inh -1, HDAC3 inh 1, HSF1 activator -20, PolyA inh inactive and AI-2 QS mod 12.
Screening Cc1cc(C)cc(NC(=O)Cc2ccc(NC3=NC4CS(=O)(=O)CC4S3)cc2)c1 (centres undefined) returned GSK3beta inhib 3, Dyrk1A ADPGlo -2, Platelet DG rel -4, HSF1 inhib -1, HSP90 inh 1, GSK3A inh -2, HDAC3 inh -5, HSF1 activator 5, PolyA inh inactive and AI-2 QS mod 33.
Screening O=C(CSc1nnc(-c2cccs2)n1Cc1ccco1)c1ccc2c(c1)OCO2 returned GSK3beta inhib 2, Dyrk1A ADPGlo 3, Platelet DG rel 12, HSF1 inhib 18, HSP90 inh -2, GSK3A inh -1, HDAC3 inh 7, HSF1 activator 16, PolyA inh inactive and AI-2 QS mod 27.
`CCOc1ccc(NC(=O)n2ncc3c(C)cccc32)cc1` gave GSK3beta inhib -2, Dyrk1A ADPGlo -4, Platelet DG rel 11, HSF1 inhib 9, HSP90 inh -7, GSK3A inh -2, HDAC3 inh -2, HSF1 activator 11, PolyA inh inactive and AI-2 QS mod 23.
COc1ccc(OC)c(N(CC(=O)NCCSc2ccccc2)S(C)(=O)=O)c1 was read as GSK3beta inhib -1, Dyrk1A ADPGlo -1, Platelet DG rel 2, HSF1 inhib 1, HSP90 inh 1, GSK3A inh -1, HDAC3 inh 5, HSF1 activator 6, PolyA inh inactive and AI-2 QS mod 29.
S=C(Nc1ccccc1)N1CCN(c2ccccn2)CC1 was read as GSK3beta inhib 0, Dyrk1A ADPGlo 27, Platelet DG rel -2, HSP90 inh 2, GSK3A inh -3, HDAC3 inh -7, PolyA inh inactive and AI-2 QS mod 8.
`COc1cccc2cc(-c3ccnc(=S)[nH]3)oc12` gave GSK3beta inhib 5, Platelet DG rel 9, HSF1 inhib -4, HSP90 inh 1, GSK3A inh -3, HDAC3 inh -1, HSF1 activator 12, PolyA inh inactive and AI-2 QS mod 37.
Screening Cc1ccc(C(=O)NCCSC(C)(C)C)cc1 returned GSK3beta inhib 3, Dyrk1A ADPGlo -11, Platelet DG rel -46, HSF1 inhib 23, HSP90 inh 19*, GSK3A inh -2, HDAC3 inh 0, HSF1 activator 45, PolyA inh inactive and AI-2 QS mod 18.
Screening N=C1/C(=C\c2ccc(-c3cccc(Cl)c3)o2)C(=O)N=C2SC=C(c3ccccc3)N12 returned GSK3beta inhib -1, Dyrk1A ADPGlo 2, Platelet DG rel 3, HSF1 inhib -5, HSP90 inh 7, GSK3A inh -1, HDAC3 inh -2, HSF1 activator -15, PolyA inh inactive and AI-2 QS mod 42.
Screening O=C(Nc1ccc(S(=O)(=O)Nc2ncccn2)cc1)c1cnc(Cl)c(Cl)c1 returned GSK3beta inhib 3, Platelet DG rel -4, HSF1 inhib 1, HSP90 inh -1, GSK3A inh 0, HDAC3 inh 4, HSF1 activator 4, PolyA inh inactive and AI-2 QS mod 1.
For COc1ccc(Cl)cc1NC(=O)C1COc2ccccc2O1 (centres undefined) the results were GSK3beta inhib -4, Dyrk1A ADPGlo 9, Platelet DG rel 9, HSF1 inhib 20, HSP90 inh 1, GSK3A inh 0, HDAC3 inh 2, HSF1 activator 32, PolyA inh inactive and AI-2 QS mod 13.
`O=C1C2C3C=CC(C3)C2C(=O)N1Nc1c(Cl)cc(Cl)cc1Cl` (centres undefined) gave GSK3beta inhib 1, Dyrk1A ADPGlo 0, Platelet DG rel -1, HSP90 inh 6, GSK3A inh -4, HDAC3 inh -2, PolyA inh inactive and AI-2 QS mod 10.

Not all compounds are listed; the hit share may differ from the screen's.
